# HTT aggregate: qHTS Multiplex Assay to Identify Dual Action Probes in a Cell Model of Huntington: Aggregate Formation (GFP); PC12 HttQ103-GFP aggregates, Acumen cytometry, 40 h; Potency, µM (highest dose often 46.1 µM), for the others: at the top dose activity change, negative = inhibition, hits mostly inhibitors; 1.1% of 220,000 active; AID 1688, 2009; further: potency means the concentration at half of the fitted maximal effect; on the % scale 0 is the no-effect control and ±100 the full control effect; nearly all actives have a fitted effect of over 60% in size
#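 Read-out: GFP aggregate count by laser scanning cytometer (488 nm excitation, 500-530 nm emission, 1–25 µm objects >6 SD above background). Cells: PC12, inducible HTTex1-Q103-GFP, 100 nM tebufenozide; compounds titrated.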
# LMNA splice mod: qHTS Assay for Modulators of Lamin A Splicing. HeLa LMNA splicing GFP/RFP minigene ratio, 48 h. Potency, µM (series often up to 46.1 µM), for inactives: top-dose ratio change, negative = inhibition, hits mostly inhibitors. 0.01% of 200,000 active. AID 1487, 2009; active means well fitted inhibition curve with a large enough effect in the signal ratio, with a control signal flat, not every such curve was filed as active; inconclusive means small, poorly fitted or top-dose-only effect, or effect the other way, or a change in a side signal; the % refers to the signal ratio; further: potency means the concentration at half of the fitted maximal effect; on the % scale 0 is the no-effect control and ±100 the full control effect
#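 Read-out is the ratio of GFP to DsRed2 object intensity, acquired by 488 nm laser-scanning cytometry on HeLa lamin A-EGFP minigene reporter cells. Compound incubation 48 hrs at 37 °C in Opti-MEM with 2% FBS; DMSO 0.5% final.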
# Epigenetic derep: Quantitative High-Throughput Screen for Regulators of Epigenetic Control | Potency, µM (highest dose often 53.9 µM), for the others: at the highest dose GFP activation, most hits filed as activators | AID 1865, 2009 | 0.2% of 280,000 active | murine LDR cells, GFP reporter derepression, 30 h; further: potency means the concentration at half of the fitted maximal effect; % of control where 0% means no effect; nearly all actives have a fitted effect of over 60% in size
#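 In this reporter-derepression format, murine cells bearing a silenced integrated CMV-GFP locus incubate with test compound (30 h, 37 C), then are washed and imaged; fluorescent objects of 20–120 um count as induced cells.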
# Luc counter: Counterscreen for Luciferase (Kinase-Glo TM) Inhibition. Luciferin 4-monooxygenase (Photuris pensylvanica), Q27757. Potency, µM (series often up to 38.3 µM), for inactives: top-dose activity change, negative = inhibition, hits mostly inhibitors. 0.28% of 200,000 active. Kinase-Glo luciferase, ATP luminescence, 8 min. AID 1379, 2008; further: potency means the concentration at half of the fitted maximal effect; on the % scale 0 is the no-effect control and ±100 the full control effect; nearly all actives have a fitted effect of over 60% in size
#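 Kinase-Glo luciferase light output from ATP and luciferin was measured with 10 uM ATP, within the enzyme's linear range. Buffer: 50 mM imidazole pH 7.2, 50 mM KCl, 7 mM MgCl2, 0.01% Tween 20, 0.05% BSA; luminescence read after 8 min at ambient temperature.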
# IMPase Li cell: qHTS Assay for Identifying the Cell-Membrane Permeable IMPase Inhibitors: Potentiation with Lithium; 0.35% of 210,000 active; Potency, µM (top dose mostly 59.4 µM), for inactives: top-dose activity, negative = IMPase inhibition, most hits filed as inhibitors; CHO-M1 cells, IP1 TR-FRET (IP-One), carbachol + lithium;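 further: IP1 builds up when IMPase is blocked and the TR-FRET signal falls; potency means the concentration at half of the fitted maximal effect; plate controls were basal vehicle for no effect and high inhibitor control for full effect; nearly all actives have a fitted effect of over 50% in size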
#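 CHO cells stably expressing M1 receptor (2000/well) were cultured 16–30 h, then exposed to compounds with a small lithium addition for 30 min at 37C. IP1 was measured by TR-FRET competition; AC50 from Hill fits.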
# CBFb-RUNX1 inh: qHTS Assay for Compounds Blocking the Interaction Between CBF-beta and RUNX1 for the Treatment of Acute Myeloid Leukemia; Runt-related transcription factor 1 (Homo sapiens) + Core-binding factor subunit beta …; AlphaScreen CBFb-His/RUNX1-biotin binding, biochemical; Potency, µM (titrated, usually from 59.8 µM), for inactives: at the top dose activity, negative = inhibition, usual class: inhibitors; 230,000 tested, under 10 active; further: % of control where 0% means no effect
# Target sequence (Q01196 whole entry, looked up): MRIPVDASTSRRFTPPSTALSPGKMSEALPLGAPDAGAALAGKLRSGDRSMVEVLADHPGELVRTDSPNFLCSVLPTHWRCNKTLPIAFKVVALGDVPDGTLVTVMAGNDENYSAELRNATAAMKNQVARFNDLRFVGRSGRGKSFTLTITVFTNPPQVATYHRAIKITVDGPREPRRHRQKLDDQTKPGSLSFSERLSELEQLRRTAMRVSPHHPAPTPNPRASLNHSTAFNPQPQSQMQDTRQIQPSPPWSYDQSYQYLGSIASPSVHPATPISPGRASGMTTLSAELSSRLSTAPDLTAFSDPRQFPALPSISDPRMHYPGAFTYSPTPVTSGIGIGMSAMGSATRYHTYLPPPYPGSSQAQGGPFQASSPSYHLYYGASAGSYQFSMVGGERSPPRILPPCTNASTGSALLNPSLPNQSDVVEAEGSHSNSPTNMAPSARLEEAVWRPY
# Target sequence (Q13951 whole entry, looked up): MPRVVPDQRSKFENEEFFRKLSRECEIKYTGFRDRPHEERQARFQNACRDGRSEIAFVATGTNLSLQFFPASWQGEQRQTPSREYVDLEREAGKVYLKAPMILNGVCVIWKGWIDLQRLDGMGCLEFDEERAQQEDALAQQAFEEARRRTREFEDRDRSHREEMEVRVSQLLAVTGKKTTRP
#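 CBF-beta (His) and RUNX1 (biotin), 30 nM each; 20 min preassociation; + compound, 15 min; + beads 50 ng each (Ni, streptavidin), 90 min; RT; AlphaScreen read.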
# NPSR antag: qHTS Assay for Antagonists of the Neuropeptide S Receptor: cAMP Signal Transduction | Q6W5P4 | CHO-NPSR cells, cAMP TR-FRET, antagonist mode | 1% of 220,000 active | Potency, µM (doses to about 38.3 µM), for inactives: top-dose activity change, negative = inhibition, usual class: inhibitors | AID 1461, 2008; further: potency means the concentration at half of the fitted maximal effect; on the % scale 0 is the no-effect control and ±100 the full control effect; nearly all actives have a fitted effect of over 50% in size; many of its hits are not listed in these tables
# Target sequence (Q6W5P4 whole entry, looked up): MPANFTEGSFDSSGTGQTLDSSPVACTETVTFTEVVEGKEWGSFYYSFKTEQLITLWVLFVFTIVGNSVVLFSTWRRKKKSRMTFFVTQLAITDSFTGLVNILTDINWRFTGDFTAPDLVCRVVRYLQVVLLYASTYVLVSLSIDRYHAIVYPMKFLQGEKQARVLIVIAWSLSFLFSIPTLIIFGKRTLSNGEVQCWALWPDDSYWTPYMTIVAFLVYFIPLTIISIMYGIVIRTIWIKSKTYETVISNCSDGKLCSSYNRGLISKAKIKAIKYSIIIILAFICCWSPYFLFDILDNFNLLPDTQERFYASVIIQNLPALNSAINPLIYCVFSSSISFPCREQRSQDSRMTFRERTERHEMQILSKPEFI
# * = called active by the depositor; ? = inconclusive; / = no result given; [ ] = dose if it differs, or a comment. Unless noted, the call rests on the fitted dose curve; in most records, active means well fitted curve in the direction sought with a large enough effect; inconclusive means small, poorly fitted or top-dose-only effect, or another doubt; inactive means no such curve, though single readings can be large; an effect the other way counts as inactive or inconclusive.
SMILES,HTT aggregate,LMNA splice mod,Epigenetic derep,Luc counter,IMPase Li cell,CBFb-RUNX1 inh,NPSR antag
Cc1nc([N+](=O)[O-])c(SCC(O)CCl)n1Cc1ccc(Cl)cc1 (stereo not drawn),/,2%[46 µM],-1.1%,1%,4%,2%,-10%
S=C(NCc1cccs1)Nc1ccc(Br)cc1Cl,-15%,-12%[46 µM],-1.8%,4%,-3%,8%,-15%
O=C(c1cc(-c2ccccc2)nc2ccccc12)N1CCOCC1,-12%,?,0.8%,8%,-7%[38.3 µM],-5%,-12%[46.1 µM]
O=C1C=CC(=C(c2ccc(O)cc2)c2ccc(O)cc2)C=C1,/,/,-1.3%,-1%,3%,6%,/
Cc1ccccc1N1CCN(Cc2cccc(C(=O)O)c2)CC1,11%,0%,1.6%,/,/,4%,8%[46.1 µM]
Cc1ccc(Oc2nc3ccccn3c(=O)c2/C=C(\C#N)C(=O)Nc2c(C)n(C)n(-c3ccccc3)c2=O)cc1,?,?,-0.9%,3%,5%,-16%,-4%
Cc1cc(C)c[n+](-c2[nH]c(=O)sc2/C=N/NC([S-])=Nc2ccccc2)c1,-4%,-10%,-1.0%,1%,5%,-8%,-6%
COc1ccc(-n2c(COc3ccccc3)nnc2SCC(N)=O)cc1,-2%,?,-0.7%,-4%,-2%[38.3 µM],10%,-10%[46.1 µM]
CCOC(=O)CN1C(=O)N[C@@H](c2cccs2)C(C(=O)OC)=C1C,/,-2%[9.22 µM],/,-1%[7.66 µM],4%,-3%[13.1 µM],/
CS(=O)(=O)N1CCC(C(=O)N2CCc3ccccc3C2)CC1,11%,0%,0.0%,-5%,-1%[38.3 µM],1%,6%[46.1 µM]
Cc1ccc(S(=O)(=O)N2CC3(C)CN(S(=O)(=O)c4ccc(C)cc4)CC(C)(C2)C3=O)cc1,9%,9%,1.1%,-3%,4%[38.3 µM],1%,-11%[46.1 µM]
Cc1c(C(N)=O)sc2ncn(CCOc3ccccc3)c(=O)c12,4%,-3%[9.22 µM],0.0%,3%,9%,2%,6%
CCOC(=O)C1=C(C)NC(SCC(=O)Nc2cc(C)on2)=C(C#N)C1c1cccs1 (stereo not drawn),1%,-8%,0.0%,4%,-5%[38.3 µM],1%,?
c1ccc(CSc2ccc(-c3ccc4c(c3)OCO4)nn2)cc1,14%,5%,5.9%,-1%,11%,-8%,-6%
CC(=O)c1cc2c(cc1NC(=O)CN1CCCCC1C)OCO2 (stereo not drawn),5%,8%,-0.7%,-7%,-7%[38.3 µM],-2%,-6%[46.1 µM]
Clc1ccc(-n2ncc3c(NCc4ccc5c(c4)OCO5)ncnc32)cc1,-4%[9.22 µM],10%,0.9%,1%,-19%[38.3 µM],1%,-9%[46.1 µM]
Cc1ccc(OCCCC(=O)NCc2ccco2)c(C)c1,-16%,/,1.2%,1%,2%,7%,-8%
COc1ccc(-c2nc3ccccc3c(=O)n2CCOc2cc(C)ccc2C)cc1,24%,?,1.3%,1%,13%,13%,-7%
FC(F)(F)c1ccc(CSc2ccccn2)cc1,19%[9.22 µM],/,1.0%,/,/,9%,18%
Clc1ccc(CSc2snnc2-c2ccccc2)c(Cl)c1,20%,13%,-2.0%,-9%,-1%[38.3 µM],4%,?
COC(=O)C(NC(=O)c1ccccc1)(Nc1nc(C)cs1)C(F)(F)F (stereo not drawn),-7%,14%,-8.2%,/,/,3%,-2%[46.1 µM]
COc1ccc(N(C(=O)Cn2nnc3ccccc32)C(C(=O)NCc2ccco2)c2ccc(C)o2)cc1 (stereo not drawn),10%,10%,5.2%,-2%,8%[38.3 µM],-12%,?
C=CCc1cccc2cc(C(=O)NNC(=O)c3ccncc3)c(=O)oc12,-18%[9.22 µM],13%[46 µM],-0.1%,1%,9%,0%,-3%
CCNC(=O)NC(=O)COC(=O)c1ccccc1SCC(=O)NC(=O)NCC,5%,-2%,-0.9%,-23%,-29%[38.3 µM],14%,-4%[46.1 µM]

# 2 entries from above, with each value named.
SMILES: C=CCc1cccc2cc(C(=O)NNC(=O)c3ccncc3)c(=O)oc12
  HTT aggregate: -18%[9.22 µM]
  LMNA splice mod: 13%[46 µM]
  Epigenetic derep: -0.1%
  Luc counter: 1%
  IMPase Li cell: 9%
  CBFb-RUNX1 inh: 0%
  NPSR antag: -3%

SMILES: Clc1ccc(CSc2snnc2-c2ccccc2)c(Cl)c1
  HTT aggregate: 20%
  LMNA splice mod: 13%
  Epigenetic derep: -2.0%
  Luc counter: -9%
  IMPase Li cell: -1%[38.3 µM]
  CBFb-RUNX1 inh: 4%
  NPSR antag: ?

# Single records, from the list above. Order of values: HTT aggregate, LMNA splice mod, Epigenetic derep, Luc counter, IMPase Li cell, CBFb-RUNX1 inh, NPSR antag
# Cc1nc([N+](=O)[O-])c(SCC(O)CCl)n1Cc1ccc(Cl)cc1 (stereo not drawn) is listed with /, 2%[46 µM], -1.1%, 1%, 4%, 2%, -10%
# CC(=O)c1cc2c(cc1NC(=O)CN1CCCCC1C)OCO2 (stereo not drawn) is listed with 5%, 8%, -0.7%, -7%, -7%[38.3 µM], -2%, -6%[46.1 µM]
# S=C(NCc1cccs1)Nc1ccc(Br)cc1Cl is listed with -15%, -12%[46 µM], -1.8%, 4%, -3%, 8%, -15%
# Cc1c(C(N)=O)sc2ncn(CCOc3ccccc3)c(=O)c12 is listed with 4%, -3%[9.22 µM], 0.0%, 3%, 9%, 2%, 6%
# CCOC(=O)C1=C(C)NC(SCC(=O)Nc2cc(C)on2)=C(C#N)C1c1cccs1 (stereo not drawn) is listed with 1%, -8%, 0.0%, 4%, -5%[38.3 µM], 1%, ?

# (continued)
SMILES,HTT aggregate,LMNA splice mod,Epigenetic derep,Luc counter,IMPase Li cell,CBFb-RUNX1 inh,NPSR antag
COc1ccc([N+](=O)[O-])cc1NC(=O)CSc1nncn1-c1ccccc1,-12%,-13%,0.0%,/,/,5%,-17%[46.1 µM]
O=C(Nc1cccc(F)c1)C1CCCN1S(=O)(=O)c1cccc2cccnc12 (stereo not drawn),-2%,-3%,-0.2%,-3%,2%[38.3 µM],-3%,-13%[46.1 µM]
COc1cccc(C(=O)C2CCCN(Cc3cn(CC(N)=O)c4ccccc34)C2)c1 (stereo not drawn),16%[9.22 µM],-11%[46 µM],-0.1%,1%,18%,-3%,-7%
O=[N+]([O-])c1ccc(SCCO)nc1SCCO,-3%[9.22 µM],/,0.0%,/,/,-7%,-6%
COc1ccccc1CC(=O)Nc1cc(Cl)ccc1O,1%,?,-0.8%,-1%,15%[38.3 µM],5%,-22%[46.1 µM]
COc1ccccc1-c1nc(NCCNC(C)=O)c2ccccc2n1,/,-12%,1.5%,2%,1%,/,/
O=C(Nc1cccc(Cl)c1)Nc1ccc(Br)cc1F,?,?,0.0%,-2%,2%,21%,-38%
CCOc1ccccc1Oc1c(C)oc2cc(OC(=O)c3ccco3)ccc2c1=O,2%,1%,-1.5%,2%,-7%[38.3 µM],-4%,4%[46.1 µM]
Cc1nn(C(=O)c2cc3sccc3[nH]2)c(C)c1C,11%,-1%,3.3%,1%,16%[38.3 µM],16%,?
Cc1ccc(-c2cc(Cc3ccc(F)cc3)c(=O)[nH]n2)cc1,-7%[9.22 µM],/,-3.7%,/,/,5%,3%
O=C(/C=C/c1ccc(Cl)cc1)N1CCN(c2c(Cl)cccc2[N+](=O)[O-])CC1,-28%,?,-1.8%,1%,15%,?,-11%
COc1ccc(/C=C/C(=O)NNc2cc(=O)n(C)c(=O)n2C)cc1OC,6%[9.22 µM],/,0.0%,/,/,14%,11%
O=C1c2ccccc2C(=O)N1OCc1ccccc1[N+](=O)[O-],?,/,12%,-3%,5%,20%,-3%
COc1ccc(-c2nnn(CC(=O)N(CC(=O)NC3CCCC3)c3cccc(C)c3)n2)cc1OC,20%,?,0.0%,2%,-9%[38.3 µM],1%,-10%[46.1 µM]
COc1ccc2cc(C(=O)C3CCCN(Cc4cccc(C)n4)C3)ccc2c1 (stereo not drawn),2%[9.22 µM],?,3.4%,1%,32%[activator],0%,47%
CCOc1ccc(N2C(=O)CC(NCCc3ccc(S(N)(=O)=O)cc3)C2=O)cc1 (stereo not drawn),4%,5%,-0.3%,0%,3%[38.3 µM],1%,9%[7.67 µM]
C=CCN(CC=C)C(=O)c1cc(Cl)ccc1[N+](=O)[O-],-13%,-5%,0.0%,1%,1%,-2%,11%
Cc1cc(C)cc(NC(=O)N2CCCN(c3c(Cl)cncc3Cl)CC2)c1,-2%[9.22 µM],?,4.3%,/,/,13%,26%
CCCCN=c1scc(-c2ccc3c(c2)NC(=O)CO3)n1N=C1CCCC1,?,?,0.1%,-4%,21%[38.3 µM],-21%,?
Cc1ccc(C)c2nc3sc(C(=O)O)cc3cc12,-9%,?,1.6%,-1%,-2%,-5%,-21%
COc1ccc(CCNc2nc(-c3cccnc3)cs2)cc1OC,-6%,4%,0.0%,-1%,3%[38.3 µM],-2%,-6%[46.1 µM]
COc1ccc(C(=O)NCCCn2ccnc2)cc1[N+](=O)[O-],-12%[9.22 µM],/,-0.3%,/,/,0%,20%
O=C(O/N=C/c1ccc2c(c1)OCO2)c1ccccc1Cl,2%,-1%,-1.1%,11µM*,29%[38.3 µM],-2%,-22%[46.1 µM]
CC(O)c1nc2ccccc2n1CC(=O)Nc1ccc(F)cc1Cl (stereo not drawn),3%,11%[46 µM],-0.4%,0%,3%,-3%,5%
CCOC(=O)C1CCN(Cc2cc(C(C)(C)C)c(O)c(C(C)(C)C)c2)CC1,?,/,-3.6%,-3%,-10%,-7%,-33%
CC(C)[C@@H](CC(=O)N[C@@H]1CCNC[C@H]1C(=O)N[C@H](CC(=O)N[C@@H](CCC(=O)O)CC(=O)O)Cc1c[nH]c2ccccc12)NC(=O)C[C@H](Cc1c[nH]c2ccccc12)NC(=O)[C@@H]1CCCC[C@H]1N,/,/,-0.3%,2%,6%,13%,/
O=C(CCSCCC(=O)NCc1ccccc1)NCc1ccccc1,-7%,10%,-0.1%,1%,32%[activator][38.3 µM],1%,10%[46.1 µM]
CCOCCCNC(=O)C(c1ccc(Cl)cc1)N1CCN(c2ccccc2)CC1 (stereo not drawn),-6%,-4%,1.7%,-2%,6%[38.3 µM],-11%,-12%[46.1 µM]
Cc1cc(C)cc(NC(=S)Nc2ccccn2)c1,17%,-3%,1.1%,-7%,-6%,-6%,-26%

# The list is partial (hit frequency here may not be typical).
